From PubChem BioAssay
V-ATPase pH = alters yeast V-ATPase proton transport | response, % at 10 µM | S. cerevisiae, pHLuorin cytosolic pH fluorescence | AID 504577 | 0.37% of 350,000 active; in the data active = response mostly above about 7.3%, no sharp cut-off; inactive = mostly below about 5.4%; note: actives read high; inactives centre near 0; some compounds called inactive have numbers as strong as hits; reference of the scale not given here
HTR5A inv ag = inverse agonist of human HTR5A in OPRM1-OPRD1 counter-screen | HTR5A cell line, luminescence, inverse agonism | inhibition, % at 9.3 µM | 0.083% of 340,000 active; in the data active = inhibition mostly above about 23%, no sharp cut-off; inactive = mostly below about 18%;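 note: 0% = cells with DMSO and 100% = no-cell wells with DMSO; some compounds called inactive have numbers as strong as hits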
MOR-DOR inv ag = inverse agonist of human OPRM1-OPRD1 heterodimerization. P35372+P41143. cell-based MOR-DOR heterodimer luminescence, inverse agonism. inhibition, % at 9.3 µM. 0.21% of 340,000 active; in the data active = inhibition above about 22%, passing the limit was not always enough;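 note: 0% = cells with DMSO and 100% = wells without cells with DMSO; values of inactives mirror those of a sister screen read the other way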
MOR-DOR ag = agonists of human mu-delta opioid receptor heterodimerization | P35372+P41143 | cells, OPRM1-OPRD1 heterodimerization, luminescence | activation, % at 9.3 µM | 0.3% of 340,000 active | AID 504326; in the data active = activation above about 18%;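 note: 0% = vehicle-treated cells and 100% = reference agonist; values of inactives mirror those of a sister screen read the other way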
DAGLB inh = diacylglycerol lipase beta (human) inhibition; HEK293T DAGLB membrane lysate, EnzChek fluorogenic substrate; inhibition, % at 5.17 µM; 0.059% of 340,000 active; in the data active = inhibition above about 34%;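 note: 0% = enzyme with vehicle and 100% = wells lacking enzyme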
Target sequence (Q8NCG7 whole entry, looked up): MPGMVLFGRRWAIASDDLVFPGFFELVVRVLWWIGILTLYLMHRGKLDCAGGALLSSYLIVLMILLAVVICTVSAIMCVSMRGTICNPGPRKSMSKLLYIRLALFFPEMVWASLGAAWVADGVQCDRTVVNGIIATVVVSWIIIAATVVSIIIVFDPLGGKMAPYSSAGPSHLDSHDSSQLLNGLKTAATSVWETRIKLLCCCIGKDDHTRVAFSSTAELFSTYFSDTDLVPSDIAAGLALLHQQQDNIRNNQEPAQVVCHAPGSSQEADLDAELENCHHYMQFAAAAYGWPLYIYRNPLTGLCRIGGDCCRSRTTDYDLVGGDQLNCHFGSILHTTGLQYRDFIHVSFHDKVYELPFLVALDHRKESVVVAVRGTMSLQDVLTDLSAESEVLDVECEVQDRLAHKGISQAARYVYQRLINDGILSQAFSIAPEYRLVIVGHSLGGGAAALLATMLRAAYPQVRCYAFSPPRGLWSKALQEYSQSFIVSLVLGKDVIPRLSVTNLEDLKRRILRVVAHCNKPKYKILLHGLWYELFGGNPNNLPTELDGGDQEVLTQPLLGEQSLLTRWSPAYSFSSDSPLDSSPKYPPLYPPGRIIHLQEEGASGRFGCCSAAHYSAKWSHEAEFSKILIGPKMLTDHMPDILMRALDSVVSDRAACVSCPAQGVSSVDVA
HTR5A ag = counter-screen for OPRM1-OPRD1 agonists: human HTR5A agonism; P47898; AID 504692; 0.61% of 340,000 active; HTR5A agonist assay, luminescence, cell-based; activation, % at 9.3 µM; in the data active = activation mostly above about 9.5%, no sharp cut-off; inactive = mostly below about 7.6%;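 note: 0% = cells with vehicle only and 100% = reference agonist; strong numbers were not always called active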
DSG3 Ab inh = inhibitors of pemphigus antibody binding to human desmoglein-3; P32926; DSG3-coupled beads, scFv-anti-DSG3-GFP binding, flow cytometry; stronger effect = lower value; binding (percent of control), % at 10 µM; 0.48% of 310,000 active; AID 588358;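 active = binding more than 3 SD below its plate's average and above zero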;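 note: hits lower antibody fragment binding to DSG3; some compounds called inactive have numbers as strong as hits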
PKA-R2B activ = PKA-R2B complex activation. activation, % at 11.4 µM. 0.079% of 340,000 active. P22694+P31323. PKA-R2B holoenzyme dissociation, Cy5-IP20 fluorescence polarization; R2B truncated from residue 108, S112A mutant; 0% DMSO only, 100% 113 µM cGMP;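 active = activation above a cutoff set at the mean over all compounds plus 3 SD, cut at about 18% in these data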;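 note: higher means more holoenzyme dissociation and a rise in polarization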
Target sequence (P31323 whole entry, looked up, other chains not shown, the tested form may be a part): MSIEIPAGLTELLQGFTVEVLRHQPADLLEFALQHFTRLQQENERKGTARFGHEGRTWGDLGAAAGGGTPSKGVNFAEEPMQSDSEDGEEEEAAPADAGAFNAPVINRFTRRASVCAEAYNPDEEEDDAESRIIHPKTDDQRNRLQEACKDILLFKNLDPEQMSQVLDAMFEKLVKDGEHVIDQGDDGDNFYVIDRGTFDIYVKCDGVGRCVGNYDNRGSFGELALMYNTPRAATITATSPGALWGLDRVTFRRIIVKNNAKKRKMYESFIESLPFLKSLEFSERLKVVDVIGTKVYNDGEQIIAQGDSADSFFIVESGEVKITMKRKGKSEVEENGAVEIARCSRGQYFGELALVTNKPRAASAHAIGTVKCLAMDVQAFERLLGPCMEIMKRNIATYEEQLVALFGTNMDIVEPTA
Arr AP2 block = human beta-arrestin and AP2 interaction inhibition. 0.31% of 340,000 active. FITC-arrestin peptide / GST-AP2 beads, flow cytometry; AP2 beta2 appendage carries R879A mutation. inhibition, % at 10 µM;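 active = inhibition above a set limit, near 3 SD of compounds lacking own fluorescence, cut at about 54% in these data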;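 note: plate controls were DMSO wells for no effect and 5 µM unlabelled arrestin peptide for full effect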
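system = GST-tagged AP2 beta2-adaptin appendage (R879A) on 4 µm glutathione beads | reagent = FITC-labelled arrestin peptide probe, 50 nM final | schedule = compound with beads 12 min RT, then probe 1 h RT | signal = HyperCyt-sampled flow cytometry, FL1 channel, ex 488/em 535 nm | read-out = percent response from loss of bead-bound FITC fluorescence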
PKA-R1A activ = activates the PKA-R1A holoenzyme complex; 0.083% of 340,000 active; activation, % at 11.4 µM; P00514+P68181; AID 504707; PKA-R1A dissociation, Cy5-IP20 fluorescence polarization; scaled: DMSO 0%, 113 µM cGMP 100%;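 active = percent activation above the mean of all tested compounds plus 3 SD, cut at about 19% in these data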;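 note: higher means more PKAc released from R1A so a rise in polarization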
Starred values were filed as active, the others as inactive; x = no result given.

A first look (three entries):
SMILES	V-ATPase pH	HTR5A inv ag	MOR-DOR inv ag	MOR-DOR ag	DAGLB inh	HTR5A ag	DSG3 Ab inh	PKA-R2B activ	Arr AP2 block	PKA-R1A activ
O=C1c2ccccc2N2C(=O)c3ccccc3C2N1Cc1ccco1 (stereo unspecified)	-0.8	-6.7	7.9	-1.3	-0.9	-0.2	x	3.9	1.3	-15.5
CCCCCNCc1cccc(Br)c1	-0.9	-10.8	4.2	-0.9	1.5	0.6	121.8	-2.5	-10.1	-0.7
COc1cc(CC(=O)N(c2ccccc2)c2nc(C)cs2)cc(OC)c1OC	-3.1	3.8	-9.2	1.9	-1.3	-1.5	101.7	-10.5	-4.4	-7.5

The whole of this part, from the first entry:
SMILES	V-ATPase pH	HTR5A inv ag	MOR-DOR inv ag	MOR-DOR ag	DAGLB inh	HTR5A ag	DSG3 Ab inh	PKA-R2B activ	Arr AP2 block	PKA-R1A activ
O=C1c2ccccc2N2C(=O)c3ccccc3C2N1Cc1ccco1 (stereo unspecified)	-0.8	-6.7	7.9	-1.3	-0.9	-0.2	x	3.9	1.3	-15.5
CCCCCNCc1cccc(Br)c1	-0.9	-10.8	4.2	-0.9	1.5	0.6	121.8	-2.5	-10.1	-0.7
COc1cc(CC(=O)N(c2ccccc2)c2nc(C)cs2)cc(OC)c1OC	-3.1	3.8	-9.2	1.9	-1.3	-1.5	101.7	-10.5	-4.4	-7.5
CC(=O)Nc1ccc(NC(=O)CSc2nc(N)c(NC(=O)c3ccccc3F)c(=O)[nH]2)cc1	-0.8	-22.3	16.6	-3.2	2.3	-0.2	99.8	-5.4	-0.5	-9.8
CCOC(=O)C1=C(COC(=O)/C=C/c2ccc(OCC)c(OC)c2)NC(=O)NC1C (stereo unspecified)	-4.4	3.0	4.1	-0.6	0.4	4.0	95.6	-6.0	-4.5	-0.7
O=C(c1ccc(CS(=O)Cc2ccccc2Cl)o1)N1CCN(c2cccc(Cl)c2)CC1 (stereo unspecified)	2.3	-1.7	10.1	-2.0	-0.4	0.5	102.2	3.9	-11.2	0.4
CC(=O)c1ccc(NC(=O)c2ccc(NC(=O)c3ccco3)cc2)cc1	-0.4	-36.9	-40.6	7.6	-2.0	-0.5	111.0	0.1	31.9	-5.2
CCC1(C)Cc2nc3sc(C(=O)O)c(N)c3cc2CO1 (stereo unspecified)	-0.6	3.0	16.0	-3.9	-1.6	-1.3	101.6	-4.1	29.2	5.4
Cc1cccnc1NC(=O)c1c(O)c2cccc3c2n(c1=O)CCC3	4.8	5.2	-3.4	0.6	1.0	-2.0	96.4	0.0	15.6	-3.4
CCCCn1c(N)c(N(CC)C(=O)c2cccc(S(=O)(=O)N3CCN(C)CC3)c2)c(=O)[nH]c1=O	1.1	6.3	4.1	-0.8	3.5	-2.3	101.1	-2.9	4.9	-4.3
O=C(O)c1ccc(Nc2cc(Cl)c3nonc3c2[N+](=O)[O-])cc1	-1.0	-0.8	4.1	-0.8	-1.8	0.3	114.2	-2.7	43.3	-5.2
CC(=O)Nc1sc(NC(=O)c2ccc(Cl)cc2)nc1-c1cccs1	2.0	-8.3	-9.8	1.9	2.2	3.2	96.4	-3.5	9.8	-22.1
COc1ccc(-c2nn3c(COc4ccccc4)nnc3s2)cc1OC	-3.2	1.7	9.2	-1.8	0.5	-3.6	89.5	5.8	21.0	-0.9
COc1ccc(/C=C/C(=O)c2c(O)c(OC)c3occc3c2OC)cc1	-0.6	4.3	-6.9	1.3	5.2	-1.8	101.0	0.8	36.3	-2.4
CSc1ccc(CN2C(=O)NC3(CCCCCC3)C2=O)cc1	4.9	-23.5	-2.0	0.4	0.7	-1.9	106.6	-6.4	27.5	-3.1
CN(C)c1nnnn1-c1ccc(Oc2ncc(C(F)(F)F)cc2Cl)cc1	4.2	-2.6	4.8	-0.9	-3.2	1.0	99.7	4.0	37.2	-1.3
O=C(Nc1cccc(Cl)c1)Nc1ccc(Cl)cn1	1.8	-0.1	-23.8	4.8	-0.7	0.0	97.5	-1.0	4.9	-1.4
CC[C@@H]1CC=C[C@H]2[C@H]1C(=O)N(Cc1ccccc1)[C@H]2c1ccoc1	-2.6	-26.2	-7.7	1.4	-2.8	2.3	98.4	-10.9	-4.7	-8.4
O=C(NCCCn1ccnc1)c1ccc(N2CCCCC2)c([N+](=O)[O-])c1	-0.5	3.0	18.3	-4.0	4.3	-1.2	x	-2.5	-9.3	-6.7
COc1ccccc1CNC(=O)COc1cccnc1[N+](=O)[O-]	0.3	-0.8	3.6	-0.7	0.2	0.3	89.7	-5.2	5.7	-8.6
Cc1csc(NC(=O)CSc2nc(=O)n(CCCN(C)C)c3c2CCC3)n1	-1.4	-21.7	4.1	-0.6	3.6	3.1	98.8	8.0	18.6	-0.6
CCN(CC)CCCn1c2c(c(SCC(=O)Nc3ccc4c(c3)OCO4)nc1=O)CCC2	-0.8	-10.4	-0.5	0.1	2.1	3.4	103.2	2.9	-1.6	4.1
CCOC(=O)N1CCC(NC(=O)c2cc(S(=O)(=O)N3CCCC3)cn2C)CC1	-1.8	-12.9	-2.3	0.4	-1.0	4.8	x	-6.3	11.5	-15.5
Cc1ccccc1NC(=O)CC1SCCNC1=O (stereo unspecified)	-0.7	-1.9	17.1	-3.7	2.2	-0.3	99.4	-5.3	52.0	-0.5
Cc1cc(C(F)(F)F)c2c(n1)sc1c(O)cc(=O)[nH]c12	-2.5	-22.5	6.5	-1.0	1.7	8.6	97.7	-12.0	3.7	2.8
(cont.)
SMILES	V-ATPase pH	HTR5A inv ag	MOR-DOR inv ag	MOR-DOR ag	DAGLB inh	HTR5A ag	DSG3 Ab inh	PKA-R2B activ	Arr AP2 block	PKA-R1A activ
COc1ccc(OCc2nnnn2-c2ccccc2)cc1	-1.8	13.4	3.7	-0.7	-5.2	0.4	97.5	-6.3	-4.2	0.3
Cn1c(SCC(=O)NC2CCCCC2)nnc1-c1cccc(N)c1	-1.7	8.5	12.6	-3.0	0.6	-3.6	x	-0.1	-17.8	-5.0
CCOC(=O)c1ccc(NC(=O)COC(=O)Cc2csc(-c3ccccc3)n2)cc1	-0.3	-8.7	-28.7	5.4	-8.1	6.3	95.0	-17.3	-3.1	4.9
COc1ccc(NC(=O)CN2CCN(CC(=O)Nc3ccccc3OC)CC2)c(OC)c1	-0.2	0.4	4.3	-0.9	1.8	-0.1	94.7	-4.6	5.0	8.2
COc1ccc(C(CC(=O)Nc2ccccn2)N2Cc3ccccc3C2=O)cc1OC (stereo unspecified)	2.6	-11.7	15.6	-3.5	0.5	3.2	100.2	-4.4	-5.0	1.8
CN(Cc1ccccc1)c1nc2c(c(=O)[nH]c(=O)n2C)n1CCCc1ccccc1	1.2	-3.9	4.7	-0.8	9.1	7.5	101.3	-1.7	-2.0	-3.2
O=C(NC1CCCC1)C1CCN(S(=O)(=O)c2ccccc2)CC1	-0.3	-9.9	3.5	-0.5	-0.9	3.7	x	-9.8	18.6	-4.0
O=C(c1ccc2c(c1)OCCO2)N1CCN(c2ncc(C(F)(F)F)cc2Cl)CC1	-1.4	7.3	-30.2	4.5	-6.7	-2.8	110.4	1.6	6.8	-4.8
O=C(NN1C(=O)C2C(c3ccccc3)C=CC(c3ccccc3)C2C1=O)c1cccc(Br)c1 (stereo unspecified)	-2.7	10.4	-38.0	7.9	-6.6	0.0	x	6.9	37.5	5.8
COc1ccc(C2CC(c3ccccc3)=NN2C(=O)COC(=O)c2cc(S(=O)(=O)N3CCOCC3)ccc2Cl)cc1 (stereo unspecified)	-5.6	10.7	21.1	-3.5	1.2	-4.0	95.4	-11.6	15.7	-0.6
COc1ccccc1C(=O)OCC(=O)Nc1ccc(Cl)cn1	-0.4	1.9	3.1	-0.6	-7.0	-6.4	105.3	-8.9	-6.5	5.6
Cc1nn(CC(=O)NCCN2CCCCC2C)c(=O)c2cc(-c3ccccc3)nn12 (stereo unspecified)	-1.5	-8.3	16.1	-3.1	1.6	-2.7	98.3	-0.2	1.7	-1.2
COc1ccc(S(=O)(=O)NCc2csc(C)n2)cc1OC	-0.9	-12.0	9.0	-1.9	0.8	3.1	95.2	-4.8	-13.3	-5.4
O=c1[nH]c2ccc(NC(=S)Nc3ccc(F)cc3)cc2[nH]1	-0.3	-3.5	12.8	-2.5	-0.6	-8.3	102.9	5.2	-0.4	2.1
CCCCNS(=O)(=O)CCNCc1ccc(OC)cc1	0.7	0.2	16.1	-3.3	-5.0	-0.1	96.5	-4.1	-13.1	5.2
COc1ccc(-c2cc(C(F)(F)F)nc(SCC(=O)N3CCOCC3)n2)cc1OC	2.6	-5.8	12.5	-3.0	-2.6	2.6	x	-7.0	-5.0	-5.1
CCN(CC)S(=O)(=O)c1cccc(-c2nnc(SCc3ncc(-c4ccccc4)o3)n2C)c1	0.0	-13.2	10.3	-1.6	1.8	3.7	x	-10.3	-4.9	-4.4
C=CC[C@H](CC(=O)N(CCO)Cc1ccccc1)C(=O)NC[C@H](OC(=O)[C@@H](CC=C)CC(=O)OC(C)(C)C)c1ccccc1	1.1	-18.5	-14.4	2.5	-6.6	-5.1	104.2	-13.7	-3.7	-12.1
COc1ccc(-c2csc(-c3ccccc3)n2)c(OC)c1	-1.3	-11.3	8.4	-1.7	-13.6	1.3	99.9	-13.1	-1.4	-7.1
CCOC(=O)c1c(NC(=O)CN(CC)CC)sc2c1CCC2	-10.6	-7.7	-31.9	5.7	-9.0	3.0	101.5	-8.5	7.7	-3.5
CCS(=O)(=O)c1cc([N+](=O)[O-])c(Sc2ccccc2NC(C)=O)s1	-0.8	4.0	9.0	-1.8	-15.3	-4.4	99.8	0.1	-3.7	-10.5
CC1=C(C(=O)Nc2ccccc2)C(c2cc(CN3CCOCC3)cs2)C2=C(CCCC2=O)N1 (stereo unspecified)	1.6	1.7	11.0	-2.3	1.7	-0.6	105.0	-0.4	13.6	-4.2
CN(Cc1ccccn1)C(=O)C1CCC(=O)N(Cc2cccc(C(F)(F)F)c2)C1 (stereo unspecified)	6.1	0.0	15.2	-2.9	1.6	6.0	x	-2.8	43.1	0.9
COCCNC(=O)Cc1ccc(F)cc1	5.8	29.8	17.8	-3.7	1.3	5.5	x	-4.7	-8.3	2.8
CC(C)(C)NC(=O)COC(=O)c1ccc(NC(=O)CC#N)cc1	1.5	2.3	4.2	-0.7	-3.4	-0.9	98.8	-3.2	-8.4	5.2
NS(=O)(=O)c1cc(C(=O)OCCNC(=O)c2ccccc2)c(Cl)cc1Cl	-0.6	-1.9	6.8	-1.4	-3.4	-5.7	112.3	-8.5	1.5	-2.0
CC(=O)c1cccc(NC(=O)C(C)OC(=O)CCN=C2NS(=O)(=O)c3ccccc32)c1 (stereo unspecified)	3.3	7.6	3.3	-0.5	0.3	-2.5	110.1	-3.0	-7.8	-5.9
Cc1ccc(NC(=O)c2nc(S(=O)(=O)Cc3ccccc3C)ncc2Cl)cc1C	-3.8	-1.8	27.0	-5.4	4.5	0.5	132.1	-3.9	-0.3	-5.4
COc1ccc(S(=O)(=O)Nc2cc(C)on2)cc1OC	-4.8	-55.2	7.9	-1.4	-2.5	-1.3	99.8	-4.5	-5.1	-1.0
OCC[C@@H]1C[C@H](O)[C@@H](O)[C@@]2(OCc3cc(Cl)ccc32)O1	-0.1	x	x	x	-4.4	x	98.3	1.6	x	-5.4
